# CR mimetic SO: reduction of superoxide in aged yeast, primary screen, HTS | S. cerevisiae aged cells, superoxide DHE fluorescence; stronger effect = lower value | AID 2690, 2010 | hit rate 0.18% among 330,000 | superoxide response (% of plate mean), % at 10 µM;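 active = superoxide response under a set limit, about three screen SD below normal, cut at about 65% in these data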;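 note: yeast aged for seven days with compound at 30 °C before DHE staining; 100% = average MFI of all compound-treated wells on the plate with controls excluded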
# LAP4-GFP MLPCN: modulators of LAP4-GFP expression in yeast, primary screen, S. cerevisiae, multiplex flow cytometry, MLPCN library | 3 h; median GFP as percent of DMSO wells | GFP response vs DMSO, % at 10 µM | hit rate 0.34% among 320,000;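 active = GFP response vs DMSO above a set limit, about the screen mean plus 3 SD, cut at about 150% in these data; inconclusive = under 70 cell events counted for the yeast strain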
# MEP2 TOR yeast: modulators of MEP2-GFP levels in yeast, primary screen, S. cerevisiae, multiplex flow cytometry, MLPCN library. S. cerevisiae MEP2-GFP strain, 3 h; 100% = DMSO control level. GFP response vs DMSO, % at 10 µM. hit rate 0.51% among 330,000;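 active = GFP response versus DMSO above a set limit, roughly screen mean plus 3 SD, cut at about 180% in these data; inconclusive = fewer than 70 cells counted for a yeast strain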;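 note: median GFP fluorescence of the barcode-gated MEP2-GFP cells per well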
# RPL19A-GFP yeast: RPL19A-GFP expression modulators in yeast, primary screen, cell-based, S. cerevisiae, multiplex flow cytometry, MLPCN; S. cerevisiae RPL19A-GFP strain, 3 h; stronger effect = lower value; percent response vs DMSO, % at 10 µM; hit rate 0.3% among 330,000; AID 2025, 2009;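 active = percent response vs DMSO below 50%; inconclusive = fewer than 70 events counted for the yeast strain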;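 note: median channel GFP fluorescence of the barcoded RPL19A-GFP strain; ratio of sample median GFP to plate DMSO average so 100% = DMSO; lower means less RPL19A-GFP as with rapamycin TOR inhibition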
# JMJD2C inh: inhibitors of GASC-1 histone demethylase, primary screen, biochemical, fluorescence, DELFIA europium. inhibition, % at 2.35 µM. Lysine-specific demethylase 4C (Homo sapiens), Q9H3R0. hit rate 0.069% among 330,000. GST-JMJD2C(1-420) H3K9me3 demethylation. AID 2099, 2009;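 active = more than half of a compound's replicate wells show inhibition beyond 50%, single wells judged on their own value; inconclusive = some, but no more than half, of replicates pass 50% inhibition; inactive = no replicate passes 50% inhibition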;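 note: signal counts dimethyl H3K9 product captured on neutravidin plate; 0% = median of DMSO wells and 100% = 0.3 times that DMSO median; strong numbers were not always called active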
# Target sequence (Q9H3R0 1-420 limits assumed): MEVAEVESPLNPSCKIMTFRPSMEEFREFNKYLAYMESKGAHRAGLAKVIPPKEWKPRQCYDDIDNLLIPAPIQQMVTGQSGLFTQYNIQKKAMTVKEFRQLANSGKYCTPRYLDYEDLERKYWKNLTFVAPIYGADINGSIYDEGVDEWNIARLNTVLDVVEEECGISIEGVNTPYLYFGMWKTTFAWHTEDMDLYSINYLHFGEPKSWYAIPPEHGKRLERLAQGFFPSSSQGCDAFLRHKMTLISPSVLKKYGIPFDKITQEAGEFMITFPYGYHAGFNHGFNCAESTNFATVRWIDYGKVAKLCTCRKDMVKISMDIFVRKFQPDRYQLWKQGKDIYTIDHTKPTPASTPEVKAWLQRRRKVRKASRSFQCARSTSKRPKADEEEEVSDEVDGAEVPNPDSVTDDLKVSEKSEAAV
# proCasp7 act: procaspase-7 activators, primary screen, counter-screen for procaspase-3 activator project, biochemical, absorbance, HTS, human. AID 463210, 2010. activation, % at 8.5 µM. recombinant procaspase-7, Ac-DEVD-pNA absorbance 405 nm; D23A/D198A/D206A triple mutant, cannot self-cleave; scale: DMSO 0, 5 µM enzyme 100. hit rate 0.093% among 330,000;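 active = percent activation above the screen-wide mean plus 3 SD, cut at about 25% in these data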
# Target sequence (P55210 whole entry D23A/D198A/D206A): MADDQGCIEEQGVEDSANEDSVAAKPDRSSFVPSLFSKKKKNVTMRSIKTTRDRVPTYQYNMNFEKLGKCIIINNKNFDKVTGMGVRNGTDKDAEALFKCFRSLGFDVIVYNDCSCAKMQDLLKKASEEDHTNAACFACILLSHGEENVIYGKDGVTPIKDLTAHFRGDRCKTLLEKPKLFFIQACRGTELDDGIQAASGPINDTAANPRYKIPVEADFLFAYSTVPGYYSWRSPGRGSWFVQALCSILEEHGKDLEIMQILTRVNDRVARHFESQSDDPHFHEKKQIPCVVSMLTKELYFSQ
#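 Test system: Procaspase-7 triple mutant (PC-7 D3A). Also added: Ac-DEVD-pNA substrate, 400 µM as added. Schedule: 1 h enzyme–compound preincubation and 2 h substrate reaction, both 25 °C. Signal: p-Nitroaniline absorbance at 405 nm, read at 0 and 120 min. Control set: low DMSO alone, high DMSO plus 5 µM PC-7.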
# proCasp3 act: activators of human procaspase-3 D3A mutant, primary screen, biochemical, absorbance, PC-3 D3A mutant, single concentration; AID 463141, 2010; recombinant procaspase-3 D3A, Ac-DEVD-pNA absorbance 405 nm; hit rate 0.11% among 330,000; activation, % at 8.5 µM; Caspase-3 (Homo sapiens), P42574;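 active = activation above the mean of all tested compounds plus 3 SD, cut at about 21% in these data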;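 note: 0% = DMSO alone and 100% = DMSO wells spiked with extra 5 µM PC-3 D3A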
# Target sequence (P42574 whole entry D9A/D28A/D175A): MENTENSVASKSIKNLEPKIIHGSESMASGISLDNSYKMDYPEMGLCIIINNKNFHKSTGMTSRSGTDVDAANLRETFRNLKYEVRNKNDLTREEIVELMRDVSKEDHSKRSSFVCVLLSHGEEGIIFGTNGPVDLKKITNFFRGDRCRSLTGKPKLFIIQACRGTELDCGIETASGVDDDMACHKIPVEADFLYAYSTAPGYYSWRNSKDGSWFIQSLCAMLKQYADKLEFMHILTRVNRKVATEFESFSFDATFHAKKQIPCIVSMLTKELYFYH
#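 Assay system: Autoprocessing-dead procaspase-3 D3A mutant enzyme; also added: Ac-DEVD-pNA; doses: one concentration, 8.5 µM nominal, 0.8% DMSO; times: 1 h compound preincubation, 2 h substrate hydrolysis at 25 °C; technique: 405 nm absorbance of p-nitroaniline, reads at 0 and 120 min; measure: % activation between DMSO and enzyme-spiked controls; repeats: single replicate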
# AHR activator: AHR activators, primary screen, cell-based, luminescence, luciferase reporter, human | activation, % at 5 µM | hit rate 2.5% among 320,000 | Aryl hydrocarbon receptor (Homo sapiens), P35869 | AHR-responsive luciferase reporter cells; in the data active = activation above about 47%;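 note: 0% = vehicle wells and 100% = reference agonist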
# The depositor's hits bear a star; ? = inconclusive; [ ] = dose if it differs, or a comment.
SMILES,CR mimetic SO,LAP4-GFP MLPCN,MEP2 TOR yeast,RPL19A-GFP yeast,JMJD2C inh,proCasp7 act,proCasp3 act,AHR activator
Cc1cccc(Nc2nc3c(s2)CCCC3)c1,91.9,105.4,95.8,90.6,1.3,-7.7,-6.1,10.4
Cc1[nH]n(-c2nc(-c3cccc([N+](=O)[O-])c3)cs2)c(=O)c1C,89.2,85.8,87.3,94.5,-0.4,-5.2,0.8,26.4
Cc1cc(C)c2nc(N(CCCN(C)C)C(=O)c3ccc4c(c3)CCCC4)sc2c1,104.8,103.3,102.9,100.3,?,6.6,2.0,2.9
Nc1cc(N)nc(SCc2cc(=O)oc3cc4c(cc23)CCC4)n1,97.0,105.3,97.2,95.5,10.8,2.8,0.0,29.6
O=P(O)(CCc1ccccc1)CN1CCCCC1,93.9,92.7,106.3,96.2,-6.1,2.7,10.9,-1.3
c1ccc2[nH]c(CN3CCCCC3)nc2c1,88.5,108.3,112.5,102.8,-2.1,-1.9,-1.9,1.7
O=C(Cc1cccs1)N(Cc1ccco1)C1(C(=O)NC2CCCC2)CCCCC1,105.5,96.8,98.8,97.9,1.7,8.5,4.9,1.2
Cc1ccc2[nH]c(C(=O)O)c(NC(=O)c3ccccc3[N+](=O)[O-])c2c1,112.6,92.1,91.7,98.5,-1.9,-0.7,-2.6,10.1
CCN=C1S/C(=C\c2cc(Cl)c(OC)c(OC)c2)C(=O)N1CC,96.2,101.7,104.2,100.9,5.2,-3.0,-5.1,1.8
Cc1cc(=O)n2nc(N3CCCC(C(=O)N4CCc5ccccc54)C3)sc2n1 (stereo not drawn),100.8,107.1,104.7,99.7,5.1,-0.2,-1.5,2.8
NC(=O)C1CCN(C(=O)Cn2cccc2C(=O)c2ccccc2)CC1,102.1,86.5,92.4,92.8,4.7,8.6,6.1,-3.0
Fc1cccc(Nc2c3c(nc4ccccc24)CCC3)c1,94.2,93.8,102.3,101.4,2.2,3.7,0.3,11.8

# Another view of 3 compounds above:
molecule | CR mimetic SO | LAP4-GFP MLPCN | MEP2 TOR yeast | RPL19A-GFP yeast | JMJD2C inh | proCasp7 act | proCasp3 act | AHR activator
c1ccc2[nH]c(CN3CCCCC3)nc2c1 | 88.5 | 108.3 | 112.5 | 102.8 | -2.1 | -1.9 | -1.9 | 1.7
O=C(Cc1cccs1)N(Cc1ccco1)C1(C(=O)NC2CCCC2)CCCCC1 | 105.5 | 96.8 | 98.8 | 97.9 | 1.7 | 8.5 | 4.9 | 1.2
Cc1ccc2[nH]c(C(=O)O)c(NC(=O)c3ccccc3[N+](=O)[O-])c2c1 | 112.6 | 92.1 | 91.7 | 98.5 | -1.9 | -0.7 | -2.6 | 10.1

# (listing goes on)
SMILES,CR mimetic SO,LAP4-GFP MLPCN,MEP2 TOR yeast,RPL19A-GFP yeast,JMJD2C inh,proCasp7 act,proCasp3 act,AHR activator
COc1ccc(C(=O)NCc2nnc(SCC(=O)Nc3ccccc3F)o2)cc1,102.2,92.1,106.5,105.9,5.6,-5.1,-1.6,2.5
CCOC(=O)N1CCc2c(sc3nc4n(c(=O)c23)N=C(c2ccc(OC)cc2)CS4)C1,70.0,106.5,95.1,104.8,-2.7,-1.2,-0.7,-0.9
CCOCC(=O)Nc1ccc(S(=O)(=O)NCC2CCCO2)cc1 (stereo not drawn),103.6,96.3,113.9,108.3,-3.7,-1.6,-9.4,0.2
CC(=O)c1cccc(NC(=O)COc2ccccc2)c1,116.4,105.9,106.5,102.1,6.1,-3.7,1.5,-1.4
COc1ccc(Cn2c(=O)c3[nH]cnc3n(-c3ccccc3C)c2=O)cc1,115.0,105.2,110.9,105.0,-11.7,-12.8,-1.2,0.8
CCOC(=O)c1c(C)c(C(=O)N2CCc3ccccc3C2)c(C)n1CC,89.4,103.3,108.0,98.1,9.9,6.0,-7.9,6.4
COc1ccc(C(NC(=O)c2c(F)c(F)c(F)c(F)c2F)c2ccccc2)cc1 (stereo not drawn),74.6,101.3,102.1,100.6,-6.8,-11.9,3.9,1.9
CCCCn1c(O)c(C(CC)=Nc2ccc3c(c2)CCC3)c(=O)[nH]c1=O,101.7,84.5,93.2,88.6,-8.0,5.8,-5.4,4.5
CC(C)c1ccc(OCC(=O)Nc2ccc(OC(F)(F)F)cc2)cc1,93.5,90.9,100.5,103.3,6.7,3.1,1.0,-0.2
COc1ccccc1C(=O)NCC(c1cccnc1)N(C)C (stereo not drawn),93.7,94.3,102.8,100.5,-9.2,4.8,10.8,10.0
COc1ccc(CNC(=O)COC(=O)c2sccc2C)cc1OC,103.2,105.8,103.7,98.5,-0.2,3.6,-8.1,-0.2
COCCN(C(=O)CSc1nnc(C)n1Cc1ccccc1)c1c(N)n(Cc2ccccc2)c(=O)[nH]c1=O,98.5,107.9,98.5,98.3,8.9,1.0,1.4,0.5
COc1ccc(NC(=O)O/N=C2/CCCc3ccc(OC)cc32)cc1,104.6,99.6,102.5,103.7,-11.2,0.1,1.3,19.8
COCCN(CCOC)S(=O)(=O)c1ccc(C(=O)Nc2nnc(COC)o2)cc1,92.7,93.4,104.9,108.3,6.0,-5.6,11.7,-1.0
O=C(CSc1nnc(NC(=O)C2CC(=O)N(c3ccccc3)C2)s1)NCc1ccco1 (stereo not drawn),101.5,90.1,98.8,98.8,-0.3,-5.0,-4.4,-0.6
CC1(C)SC2c3ccccc3C(=O)N2[C@@H]1C(=O)NCCCN1CCOCC1 (stereo partly drawn),113.5,100.9,98.3,98.8,-19.3,-1.8,-1.9,1.1
CN(CC(=O)Nc1ccc(N2CCOCC2)cc1)C(=O)c1ccc(O)c(Cl)c1,99.6,101.6[may fluoresce green],98.5[may fluoresce green],102.2[may fluoresce green],-1.5,0.4,6.1,2.0
CCOC(=O)N1CCN(S(=O)(=O)c2ccc(F)cc2)CC1,108.6,94.4,102.9,102.3,-5.7,-0.5,9.8,-1.3
COC(=O)c1c(C(=O)OC)c2n(c1C)CCS2,92.0,110.2,97.2,97.5,2.1,7.5,11.4,4.6
O=C(c1ccc(Cn2c(=S)[nH]c3ccc(Br)cc3c2=O)cc1)N1CCN(C2CCCCC2)CC1,111.0,96.3,96.2,97.9,-4.1,6.4,-2.2,-0.8
O=C(CSc1ccc(S(=O)(=O)N2CCCCC2)cn1)Nc1ccccc1Br,108.6,87.1,94.6,95.7,-6.3,-4.2,-4.7,2.0
Cc1cccc(/C=C(\C#N)C(=O)Nc2ccccn2)c1,93.8,108.1,104.3,100.1,2.0,-0.1,4.0,0.8
CC(C(=O)N1CCN(C)CC1)N1C(=O)c2ccccc2C1=O (stereo not drawn),87.1,96.5,100.1,94.1,-2.6,-2.6,0.3,0.8
COc1ccccc1CN1CCNC(=O)C1CC(=O)NCc1c(C)n[nH]c1C (stereo not drawn),108.0,100.1,99.6,101.3,-3.2,0.2,-0.5,-3.1
CC12CCC(C/C1=N/NC(=O)Nc1ccccc1)C2(C)C (stereo not drawn),141.7,94.2,105.7,109.5,-8.2,6.1,-1.6,9.8
CCCCNS(=O)(=O)c1ccc2nc(SCC(=O)N3CC(C)OC(C)C3)[nH]c2c1 (stereo not drawn),100.5,103.4,102.0,97.8,-6.5,6.8,2.0,-1.8
COc1cccc(CNn2c(-c3cccc(C)c3)nc3ccccc3c2=O)c1O,93.3,99.2,96.6,95.3,4.0,15.2,2.4,0.5
CCOC(=O)c1cnc2c(OC)cccc2c1N1CCN(c2ccccn2)CC1,96.0,96.9,91.5,95.3,-1.8,-8.3,-2.7,5.5
Cn1c(N2CCN(c3ccccn3)CC2)nc2c1c(=O)n(Cc1ccccc1Cl)c(=O)n2C,95.8,93.1,112.9,99.3,1.9,18.4,-5.5,1.7
CCOc1ccc(CCNC(=O)COC(=O)CCS(=O)(=O)c2ccc(C)cc2)cc1OCC,84.3,98.4,90.3,91.7,-5.7,-7.8,14.1,2.6
CC(=O)c1c(N2CCCCC2)nc(=O)n(-c2ccccc2)c1C,101.4,103.1,97.1,100.5,-7.3,-0.4,2.1,8.7
CCN1C(=O)N(S(=O)(=O)c2ccc(C)cc2)[C@@H](c2ccccc2)C(C(=O)OC)=C1C,96.3,105.5,93.7,104.6,-2.1,-2.6,4.1,-0.3
Cc1ccc(NC(=S)N(CCCN2CCCC2)Cc2cccn2Cc2ccc(Cl)cc2)cc1Cl,104.4,102.6,102.3,100.1,-9.7,-14.6,-0.1,0.4
CCOc1ccc(OCC(=O)N2CCC3(CC2)CC(=O)c2ccccc2O3)cc1,100.5,91.9,97.8,94.1,-11.8,9.4,-8.7,4.7
CN(C)/C=C(\C(=O)c1ccccc1)c1nnnn1-c1ccccc1,109.9,108.6,95.4,99.9,5.9,7.8,-1.9,-2.3
CC(=O)C1C(c2ccc(F)cc2)c2c(noc2C)CC1(C)O (stereo not drawn),89.2,108.6,94.2,100.1,-2.7,1.1,0.1,-0.5
CCc1ccc(CN2CCN(c3ncccn3)CC2)cc1,100.0,93.9,108.8,109.1,-5.0,-0.7,-10.2,3.1
COc1ccc(CNC(=O)CN(CC2CCCO2)C(=O)CNS(=O)(=O)c2ccc(C)cc2)cc1 (stereo not drawn),88.5,90.7,94.8,92.8,-3.3,1.5,-0.7,-4.5
Cc1noc(C)c1CSc1nnc2sc3ccccc3n12,93.7,97.8,95.4,92.3,4.5,3.5,6.7,-4.0
O=C(O)/C=C/C(=O)N1N=C(c2ccco2)CC1c1ccco1 (stereo not drawn),100.3,93.3,109.3,104.6,-22.0,-42.4,-19.1,1.3
CNCC(O)COc1ccccc1 (stereo not drawn),79.3,97.2,99.5,96.8,11.5,5.0,-2.1,0.7
C=C1CCN([C@@H](Cc2ccccc2)C(=O)NCCCc2ccccc2)S(=O)(=O)c2ccccc21,104.0,140.9,149.7,86.7,-3.6,-2.1,-0.5,-1.7
O=C1ON=C(c2ccccc2)/C1=C/c1ccc(O)cc1,102.8,115.7,94.7,100.2,1.8,9.1,-4.9,2.0
O=C(c1ccccc1)C1CCN(C(=O)Nc2ccccc2)CC1,114.6,119.9,100.4,95.7,-5.5,7.1,5.5,-2.5
O=C(Nc1cc([N+](=O)[O-])ccc1Cl)c1ccc2c(c1)OCO2,90.1,91.8,101.5,106.3,-0.1,3.1,-0.8,105.5*
Cc1cc(NC(=O)c2cc3cccc([N+](=O)[O-])c3[nH]2)ccc1F,97.6,100.4,93.7,94.5,4.3,-1.4,-7.4,64.8*
CN(Cc1c(C(=O)N/N=C/c2cccc(F)c2)nnn1-c1nonc1N)C1CCCCC1,102.6,98.0,96.6,102.7,-29.9,-4.1,0.6,1.6
Cc1sc2ncnc(SCC(=O)NC(C)C(C)C)c2c1C (stereo not drawn),123.7,108.9,105.3,102.5,0.1,1.9,-3.7,5.9

# Compound activity (PubChem)
